Source: PubChem BioAssay (Broad Institute)
miR122 inh: blocks miR-122 activity in Huh7 sensor cells; activation (reporter increase), % at 12.5 µM; hit rate 0.3% among 340,000; Huh7 miR-122 Renilla luciferase sensor, 48 h; neutral wells = 0, positive control = 100;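 active = mean replicate activation score at least 90 and every replicate individually at or above 90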;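 note: higher luciferase means less miR-122 activity so hits act as miR-122 inhibitors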
An asterisk follows results filed as active.

miR122 inh,mol
5,O=C1c2ccccc2C(=O)N1CCC1=CCCCC1
-4,O=C(CN1CCOCC1)NCC12CC3CC(CC(C3)C1)C2
-8,O=C(O)CSc1nnc(Cn2c(=O)sc3ccccc32)n1-c1cccc(Cl)c1
10,CCC(C)NC(=O)Cn1nc(C(F)(F)F)c2c1CCCC2 (configuration not stated)
0,CC(NS(=O)(=O)c1ccccc1)C(N)=O (configuration not stated)
3,CC(C)CC(=O)NCC(C)NC(=O)CC(C)C (configuration not stated)
1,CCC(=O)Nc1cc2nn(-c3ccc(OC)cc3)nc2cc1C
2,Cc1ccc(C)c(-n2c(Cc3cc(=O)[nH]c(=O)[nH]3)nnc2SCC(=O)NCC2CCCO2)c1 (configuration not stated)
1,Cc1ccc(/C=c2\sc3n(c2=O)CN(c2ccc(Br)cc2)CN=3)o1
-1,N#C/C(=C/c1cn(-c2ccccc2)nc1-c1cccc(OCc2ccccc2)c1)C(=O)NCCCn1ccnc1
-3,COc1ccc(/C=N/n2c(N)c(S(=O)(=O)c3cccs3)c3nc4ccccc4nc32)cc1OC
2,c1ccc(Oc2cccc(CN3CCOCC3)c2)cc1
52,CN(C)c1ccc2c(c1)OC(N)=C(C#N)C2c1cccc(F)c1 (configuration not stated)
53,COc1ccc(NC(=O)c2ccc3ccccc3n2)cc1S(=O)(=O)Nc1ccccc1Cl
2,CC1=NN(Cc2ccccc2)C(=O)C1C(c1ccccc1)C(C#N)C#N (configuration not stated)

(more compounds)
miR122 inh,mol
-5,CCCSC(=O)N(CC)CC(=O)Nc1c(CC)cccc1CC
-7,CCN1CCN(C(=O)c2ccc(Cn3c(=O)[nH]c4cc(OC)c(OC)cc4c3=O)cc2)CC1
-14,CCc1cc(=O)oc2c(CN3CCN(C)CC3)c(O)c(Cl)cc12
4,COc1cc2c(cc1OC)C(c1cccc(OC)c1OC)CC(=O)N2 (configuration not stated)
1,CCOc1ccc(OCc2ccc(C(=O)OCc3ccccn3)o2)cc1
39,Cc1ccc(S(=O)(=O)N(CC(=O)Nc2cccc([N+](=O)[O-])c2)C2CCCCC2)cc1
-7,NS(=O)(=O)c1ccc(NC(=O)COC(=O)CCNC(=O)NC23CC4CC(CC(C4)C2)C3)cc1
-7,Cc1cc(=O)n2nc(N3CCC(C(=O)NC4CCCc5ccccc54)CC3)sc2n1 (configuration not stated)
8,CC1CCCCC1NC(=O)C(Cc1ccccc1)NS(=O)(=O)c1cccs1 (configuration not stated)
13,O=C(CC1(O)C(=O)N(Cc2ccc3c(c2)OCO3)c2ccccc21)c1ccccc1 (configuration not stated)
-7,CCCOc1ccccc1NC(=O)/C=C/C(N)=O
0,c1ccc(NC2=Nc3ccccc3CC2)cc1
-3,C/C(N)=C(/C#N)C(=O)CN1CCCCC1
13,Cc1ccc(O)c(N=Cc2ccc(C)s2)c1
-1,CCC(C)(C)NC(=O)C1CCC(CNS(=O)(=O)c2cccc3nsnc23)CC1 (configuration not stated)

Next part
miR122 inh,mol
-5,CC(C)[C@H](NC(=O)NCc1cccs1)C(=O)O
5,Cc1nc2ccccn2c1-c1nnco1
15,COc1ccc(S(=O)(=O)Nc2ccccc2OC)cc1NC(=O)CC1CC2CCC1C2 (configuration not stated)
-6,COc1cc(NC(=O)c2cccs2)c(OC)cc1NC(=O)CCn1nnc2ccccc21
6,S=C(NC1CCCCC1)N1CCc2ccccc2C1
3,CN(Cc1cc2ccccc2[nH]c1=O)S(C)(=O)=O
37,CC(C)CCNC(=O)CN(CC1CCCO1)C(=O)CCC(=O)Nc1nccs1 (configuration not stated)
38,COc1ccc(Br)cc1S(=O)(=O)NCc1ccccc1
-2,Cc1cc(=O)oc(C)c1C(=O)O
-4,COCCOC(=O)/C(=C/c1ccc(OC(=O)c2ccccc2)cc1)C(C)=O
-4,CCN(CC(=O)NCc1cccs1)C(=O)c1cc(S(=O)(=O)N2CCOCC2)ccc1C
-4,COc1cccc2cc(C(=O)N3CCN(c4ccccn4)CC3)c(=O)oc12
5,Cc1cc(C)cc(C(=O)NCC(=O)OCc2c(C)noc2C)c1
14,CC(=O)Nc1nonc1NC(=O)c1ccc(F)cc1
27,COc1ccccc1NC(=O)CSc1nnc(Cn2nnc(-c3ccccc3)n2)n1-c1ccccc1

(continued)
miR122 inh,mol
1,CCCCn1c(-c2nn(C)c(C)c2Cl)n[nH]c1=S
6,CCOC(=O)c1nnn(-c2nonc2N)c1COc1cc(C)c(Cl)c(C)c1
2,COc1ccc(NC(=O)CSc2nccn2-c2ccccc2)cc1
-9,O=C(NCc1cccnc1)c1ccc(CS(=O)(=O)c2ccc(Cl)cc2)o1
-3,Nc1sc2c(c1C(=O)NC1CCS(=O)(=O)C1)CCC2 (configuration not stated)
-4,O=c1c2ccccc2nc2n1CCS2
14,O=C1CCCC2=C1C(c1ccc(OS(=O)(=O)c3ccc(Cl)cc3)cc1)C1=C(CCCC1=O)O2
4,Cc1ccc(NC(=O)c2ccc3c(c2)OCCO3)cc1
-5,O=C(NCCN1CCOCC1)c1cccc(S(=O)(=O)N2CCCCCC2)c1
2,C=CCN1C(=O)C2C(C(=O)NC3CCCCC3)C3C=CC2(O3)C1C(=O)NC1CCCC1 (configuration not stated)
4,CC(=O)N=c1cccc(NC(C)=O)n1O
-16,CCOCCCN(Cc1cc2cc(C)cc(C)c2[nH]c1=O)C(=O)N(CC)CC
9,O=C(CN(Cc1ccco1)C(=O)Cn1nnc(-c2cccs2)n1)NCc1ccccc1
-4,COc1cccc(CN2C(=O)CCC2(C)C(=O)NC2CCCC2)c1 (configuration not stated)
3,CC(=O)N1CCN=C1SCc1cccc(C(F)(F)F)c1

23 compounds out of the list, arranged by formula weight, highest first.
miR122 inh,mol
27,COc1ccccc1NC(=O)CSc1nnc(Cn2nnc(-c3ccccc3)n2)n1-c1ccccc1
14,O=C1CCCC2=C1C(c1ccc(OS(=O)(=O)c3ccc(Cl)cc3)cc1)C1=C(CCCC1=O)O2
-4,CCN(CC(=O)NCc1cccs1)C(=O)c1cc(S(=O)(=O)N2CCOCC2)ccc1C
9,O=C(CN(Cc1ccco1)C(=O)Cn1nnc(-c2cccs2)n1)NCc1ccccc1
2,C=CCN1C(=O)C2C(C(=O)NC3CCCCC3)C3C=CC2(O3)C1C(=O)NC1CCCC1 (configuration not stated)
6,CCOC(=O)c1nnn(-c2nonc2N)c1COc1cc(C)c(Cl)c(C)c1
-9,O=C(NCc1cccnc1)c1ccc(CS(=O)(=O)c2ccc(Cl)cc2)o1
-16,CCOCCCN(Cc1cc2cc(C)cc(C)c2[nH]c1=O)C(=O)N(CC)CC
-4,COc1cccc2cc(C(=O)N3CCN(c4ccccn4)CC3)c(=O)oc12
38,COc1ccc(Br)cc1S(=O)(=O)NCc1ccccc1
2,COc1ccc(NC(=O)CSc2nccn2-c2ccccc2)cc1
-4,COc1cccc(CN2C(=O)CCC2(C)C(=O)NC2CCCC2)c1 (configuration not stated)
5,Cc1cc(C)cc(C(=O)NCC(=O)OCc2c(C)noc2C)c1
3,CC(=O)N1CCN=C1SCc1cccc(C(F)(F)F)c1
-3,Nc1sc2c(c1C(=O)NC1CCS(=O)(=O)C1)CCC2 (configuration not stated)
1,CCCCn1c(-c2nn(C)c(C)c2Cl)n[nH]c1=S
6,S=C(NC1CCCCC1)N1CCc2ccccc2C1
4,Cc1ccc(NC(=O)c2ccc3c(c2)OCCO3)cc1
3,CN(Cc1cc2ccccc2[nH]c1=O)S(C)(=O)=O
14,CC(=O)Nc1nonc1NC(=O)c1ccc(F)cc1
4,CC(=O)N=c1cccc(NC(C)=O)n1O
-4,O=c1c2ccccc2nc2n1CCS2
-2,Cc1cc(=O)oc(C)c1C(=O)O

(listing goes on)
miR122 inh,mol
5,Cc1cc(C)n2nc(Nc3ccccc3)cc2n1
-7,Cc1ccc(NC(=O)c2ccc(C(C)(C)C)cc2)cc1[N+](=O)[O-]
13,COc1cc(NS(=O)(=O)c2ccc(NC(C)=O)cc2)cc(OC)c1
8,COc1ccc(N2CCN(C(=O)C3CCN(S(=O)(=O)N4CCOCC4)CC3)CC2)cc1
-5,CCCS(=O)(=O)N1CCC(C(=O)NC2CCCC(C)C2C)CC1 (configuration not stated)
-3,Cc1ccc(S(=O)(=O)N2CCN(S(=O)(=O)N3CCCCC3)CC2)cc1
10,Cc1nc2n(n1)C(c1ccccc1)C1=C(CC(c3ccco3)CC1=O)N2 (configuration not stated)
-6,O=C(C1CCN(S(=O)(=O)c2cccc3nsnc23)CC1)N1CCc2ccccc2C1
5,O=C(O)C1CC=CCC1C(=O)c1ccccc1 (configuration not stated)
-5,COC(=O)c1cc(NC(=O)Cc2ccc(OC)c(OC)c2)cc(C(=O)OC)c1
7,COc1ccccc1NC(=O)CSc1nnc(-c2ccc(C)cc2)o1
26,CCN(CCNc1ccc(Cl)cc1[N+](=O)[O-])C(=O)c1cc([N+](=O)[O-])c(N(C)C)cc1OC
2,CN(c1ccc(OCc2nnc(-c3ccccc3)o2)cc1)S(=O)(=O)c1ccccc1
-5,Fc1ccc(-c2nc3c4ccccc4ccn3c2Cc2ccccc2C(F)(F)F)cc1
-10,CC(C)C(=O)Nc1ccc(C(=O)N2CCCCCC2)cc1

(cont.)
miR122 inh,mol
-5,O=C(CCCOc1ccc(Cl)cc1Cl)Nc1cccnc1
-1,COc1cc(C(=O)NCC2CCCO2)ccc1OCc1c(C)noc1C (configuration not stated)
1,CCOC(=O)C1C(=O)C=C(/C=C/c2ccccc2)CC1c1ccc(Cl)cc1 (configuration not stated)
-2,CC(C)OC(=O)CN1C(=O)C(C)(C)Oc2ccc(C(=O)NC(C)(C)C)cc21
-1,O=C(c1cn(-c2ccccc2)nc1-c1cccs1)N(CCO)Cc1ccccc1
-26,CC(C)(C)C(=O)/C(=C\c1cccc([N+](=O)[O-])c1)n1cncn1
-2,Cc1cccc(N2CCN(C(=O)c3cccn4c(=O)c5c(C)c(C)sc5nc34)CC2)c1C
42,COC/C=C/C1=CC2=CC(=O)C(C)(OC(=O)c3cnc4ccccc4n3)C(=O)C2=CN1CC(C)C (configuration not stated)
1,O=C1OCCC1S(=O)(=O)c1ccc2ccccc2c1 (configuration not stated)
4,Cc1ccc(CNC(=O)c2ccc(Cl)cc2[N+](=O)[O-])cc1
-5,Cc1ccc(-c2cc(C(=O)N3CCN(c4ncccn4)CC3)c3ccccc3n2)cc1
-6,O=C(CSc1nnnn1-c1ccccc1)N1CCc2ccccc21
0,Cc1cc(C)n(CC(=O)c2ccc(Br)cc2)c(=O)c1C#N
8,Cc1cc(NC(=O)CSc2nc3c(c(=O)n2-c2ccc(Br)cc2)SCC3)no1
0,CCn1c(N)c(C(=O)NCc2cccnc2)sc1=S

Molecules from the list above that contain a CF3 group:
miR122 inh,mol
10,CCC(C)NC(=O)Cn1nc(C(F)(F)F)c2c1CCCC2 (configuration not stated)
3,CC(=O)N1CCN=C1SCc1cccc(C(F)(F)F)c1
-5,Fc1ccc(-c2nc3c4ccccc4ccn3c2Cc2ccccc2C(F)(F)F)cc1

(listing goes on)
miR122 inh,mol
-1,CCCC(CCC)=NNC(=O)CN(Cc1ccccc1)S(=O)(=O)c1ccccc1
-2,CC1CCN(C(=O)CSc2nnc(-c3ccncc3)n2C)CC1
4,CC(C)CCOP(=O)(c1ccc(N(C)C)cc1)C(O)c1ccccn1 (configuration not stated)
4,Cc1ccc(-c2noc(CCC(=O)NCc3ccc4c(c3)OCO4)n2)cc1
-1,COc1ccc(-n2[nH]c(C)cc2=O)cc1
-2,COc1cc(N2CCCC2)c(OC)cc1/C=C(/C#N)c1cccc(Br)c1
-3,CCCNC(=O)N(C)c1nncnc1C(=O)NC
-2,O=C(COC(=O)C1CC(=O)N(Cc2ccccc2)C1)c1ccc(Br)cc1 (configuration not stated)
3,COc1cccc(OC)c1NC(=O)CN1CCC(NC(=O)c2cccc(F)c2)CC1
4,Cc1sc2ccccc2[n+]1CC(=O)c1ccccc1
-7,COc1ccc(OCC(=O)N/N=C/c2ccc(O[C@@H]3O[C@H](CO)[C@@H](O)[C@H](O)[C@H]3O)cc2)cc1
37,CCOC(=O)c1[nH]c2ccccc2c1NC(=O)c1nonc1C
1,O=S1(=O)CC(N2CCOCC2)c2ccccc21 (configuration not stated)
-1,CCc1cccc2c(=O)c(C(=O)NCCN3CCOCC3)c[nH]c12
-1,O=C(COc1ccc(Cl)cc1)Nc1ccc(Cl)cn1

The list continues:
miR122 inh,mol
-2,CN1CCN(c2oc(COc3ccc(-c4ccccc4)cc3)nc2C#N)CC1
-8,Cc1ccc(C(=O)Nc2nnc(C3CCCCC3)s2)o1
3,CCCCCCCc1c(C)nc(N2CCOCC2)[nH]c1=O
4,CCn1nnc(NC(=O)c2cccnc2)n1
-2,O=C(c1ccc([N+](=O)[O-])cc1)N1CCOC12CCN(c1ncc(C(F)(F)F)cc1Cl)CC2
-4,Cc1cccc(C)c1OCC(=O)N/N=C/c1ccc2c(c1)OCO2
2,Cn1c(SCC(=O)NCCc2ccccc2)nnc1-c1ccncc1
-5,O=[N+]([O-])c1cc(-c2ccc(/C=N/c3nc4ccccn4c3-c3ccco3)o2)ccc1Cl
1,Cc1ccccc1NC(=S)NC1CC2CCC(C1)N2Cc1ccco1 (configuration not stated)
8,COc1ccc(OC)c(C2=NOC(C(=O)Nc3cccnc3)C2)c1 (configuration not stated)
-1,Cc1oc2c(C)c3oc(=O)c4c(c3cc2c1C)CCCC4
-7,COc1ccc(NC(=O)CN2CCN(c3ccc(Cl)cc3)CC2)c(OC)c1
-2,O=S(=O)(NCc1cc(-c2ccccc2Cl)no1)c1ccccc1
-1,CC(=O)c1cc(F)c(N2CCN(C(=O)COc3ccccc3F)CC2)cc1C
-2,Cn1c(C(N)=O)cnc1Sc1ncc(C(F)(F)F)cc1Cl

Carrying on:
miR122 inh,mol
23,Cc1ccccc1N(C(=O)Cn1nnc2ccccc21)C(C(=O)NCc1ccco1)c1ccncc1 (configuration not stated)
-6,CC(c1ccccc1F)n1cc(C(=O)NCc2ccncc2)nn1 (configuration not stated)
-15,Cc1cc(C)n2ncnc2n1
8,Cc1cccc(CN2CCC(CNC(=O)CCNC(=O)Cn3ccc4ccccc4c3=O)CC2)c1
3,CC(C)c1nnc(NC(=O)Cn2nc(-c3ccc4c(c3)OCCO4)ccc2=O)s1
-3,CCN(CC)C(=O)CN(C)S(=O)(=O)c1cccc2nsnc12
11,CCOC(=O)N1CCC(n2c(SCC(=O)c3ccccc3)nc3ccsc3c2=O)CC1
48,COc1ccccc1NC(=O)C1=C(C)Nc2nc3ccccc3n2C1c1cccs1 (configuration not stated)
8,CCn1c(=N)n(CC(=O)c2ccco2)c2ccccc21

An excerpt; the hit share may differ from the screen's.
